AMPAR-TARP mod: modulates AMPAR-stargazin complexes | calls only at 30 µM | HEK293 GluA2+stargazin, membrane potential dye (FDSS), glutamate EC50; hits were called plate by plate, in both directions | O88602+P19491 | actives 3.5% (n = 40,000);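 active = any of four per-well response measures lying three or more SD from its plate-wide compound average, in either direction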
Target sequence (O88602 whole entry, looked up): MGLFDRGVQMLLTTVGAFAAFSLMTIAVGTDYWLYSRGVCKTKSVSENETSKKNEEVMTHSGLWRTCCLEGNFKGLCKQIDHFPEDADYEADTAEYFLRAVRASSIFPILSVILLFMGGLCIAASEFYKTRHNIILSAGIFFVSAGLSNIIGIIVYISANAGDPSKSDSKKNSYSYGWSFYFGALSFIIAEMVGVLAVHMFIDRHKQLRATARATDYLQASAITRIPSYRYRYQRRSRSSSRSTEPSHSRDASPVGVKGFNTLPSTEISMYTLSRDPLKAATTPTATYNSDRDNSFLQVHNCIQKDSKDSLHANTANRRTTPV
Target sequence (P19491 whole entry, looked up): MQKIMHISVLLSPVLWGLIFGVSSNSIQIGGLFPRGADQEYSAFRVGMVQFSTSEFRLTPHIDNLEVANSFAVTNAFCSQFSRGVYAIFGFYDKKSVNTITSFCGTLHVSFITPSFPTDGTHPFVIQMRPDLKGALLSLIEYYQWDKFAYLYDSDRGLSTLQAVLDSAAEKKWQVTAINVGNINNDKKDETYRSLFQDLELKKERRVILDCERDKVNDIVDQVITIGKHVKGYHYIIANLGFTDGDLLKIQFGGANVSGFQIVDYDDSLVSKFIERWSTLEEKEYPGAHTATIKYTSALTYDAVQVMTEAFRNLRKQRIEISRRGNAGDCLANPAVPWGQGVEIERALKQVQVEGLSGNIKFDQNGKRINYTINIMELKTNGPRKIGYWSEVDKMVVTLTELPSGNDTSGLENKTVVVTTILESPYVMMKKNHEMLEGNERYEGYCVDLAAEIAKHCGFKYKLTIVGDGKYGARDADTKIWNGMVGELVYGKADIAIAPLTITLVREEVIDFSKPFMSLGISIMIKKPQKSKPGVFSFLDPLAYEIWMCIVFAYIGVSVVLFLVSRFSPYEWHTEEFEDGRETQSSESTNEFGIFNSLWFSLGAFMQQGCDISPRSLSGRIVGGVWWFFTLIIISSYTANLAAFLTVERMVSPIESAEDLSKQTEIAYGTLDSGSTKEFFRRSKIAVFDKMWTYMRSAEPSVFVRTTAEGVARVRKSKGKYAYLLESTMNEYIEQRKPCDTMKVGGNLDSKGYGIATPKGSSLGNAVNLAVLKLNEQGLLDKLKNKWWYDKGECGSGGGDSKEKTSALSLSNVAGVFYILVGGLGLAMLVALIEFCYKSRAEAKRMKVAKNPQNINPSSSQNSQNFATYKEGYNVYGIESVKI
AMPAR-TARP mod agonism max-min: second read-out of AMPAR-TARP mod, no call of its own (marks repeat the call); compound max-min signal; compound-alone response (agonism);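 unitless range of fluorescence divided by baseline over first 100 seconds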
AMPAR-TARP mod glutamate slope: further read-out of AMPAR-TARP mod, marked with its call; glutamate slope, % of max; measured here: glutamate response slope, % max;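 scaled per plate between vehicle wells and maximal 1 mM glutamate control wells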
Starred values were filed as active, the others as inactive; i = inactive; + = active, no number; & = joins results of further samples.

Preview (3 entries):
SMILES	AMPAR-TARP mod	AMPAR-TARP mod agonism max-min	AMPAR-TARP mod glutamate slope
CC(C(=O)Nc1ccc(S(N)(=O)=O)cc1)N1C(=O)C2C3C=CC(C3)C2C1=O (stereo not drawn)	i	0.039	53
Cc1cc(C)n(-c2cc(NCCNC(=O)Nc3cccc(Cl)c3)nc(C)n2)n1	i	0.097	49
O=C(NCCc1ccccc1)C(=O)Nc1cccc([N+](=O)[O-])c1	i	0.087	59

This part in full, repeating the preview:
SMILES	AMPAR-TARP mod	AMPAR-TARP mod agonism max-min	AMPAR-TARP mod glutamate slope
CC(C(=O)Nc1ccc(S(N)(=O)=O)cc1)N1C(=O)C2C3C=CC(C3)C2C1=O (stereo not drawn)	i	0.039	53
Cc1cc(C)n(-c2cc(NCCNC(=O)Nc3cccc(Cl)c3)nc(C)n2)n1	i	0.097	49
O=C(NCCc1ccccc1)C(=O)Nc1cccc([N+](=O)[O-])c1	i	0.087	59
O=C(CN1CCN(c2ccc3c(c2)OCO3)C1=O)NCc1nc2ccccc2[nH]1	i	0.16	56
COc1ccc(CCS(=O)(=O)Nc2ccc3c(c2)N(C(=O)C2CC2)CC3)cc1	i	0.062	42
O=C(NCC(O)(c1ccccc1)C(F)(F)F)c1nc2ccccc2s1 (stereo not drawn)	i	0.14	37
O=C(NCC1(c2cccs2)CCOCC1)C(=O)NC1CCCC1	i	0.12	56
O=C1OCCC1Sc1cccc2cccnc12 (stereo not drawn)	i	0.074	24
Cc1ccc(C(CNS(=O)(=O)c2ccc3c(c2)OCCO3)N2CCOCC2)cc1 (stereo not drawn)	i	0.11	83
COc1ccc(-c2noc(CSc3nc(-c4ccc(F)cc4)cc(=O)[nH]3)n2)cc1	i	0.073	52
COc1ccc(-c2cc(CC(=O)NCCc3c[nH]c4ccccc34)no2)cc1	i	0.069	43
Cc1cc(C)c(S(=O)(=O)NCCCC(=O)O)cc1N(C)S(=O)(=O)c1ccccc1	i	0.057	49
CCOC(=O)Cn1c(=NC(=O)C2CCCCN2S(C)(=O)=O)sc2cc(F)ccc21 (stereo not drawn)	i	0.076	61
CCCOc1cn(-c2ccc(F)cc2)nc1C(=O)NCCC(C)C	+	0.43*	48*
O=C(c1ccccc1C(F)(F)F)N1CCC(c2nnc(-c3ccc(F)cc3)o2)CC1	i	0.11	50
O=C(NCC1CCN(S(=O)(=O)C2CC2)CC1)c1cc(Cl)ccc1Cl	i	0.053	39
NC(=O)C1CCN(C(=O)Cc2cc(-c3ccc(F)cc3)on2)CC1	i	0.076	41
O=C1CCCN1c1ccc(NS(=O)(=O)c2ccc3c(c2)CCCC3)cc1	i	0.044	71
Cc1ccc(NC(=O)c2cnn3c(C(F)F)cc(C)nc23)c(C)c1	i	0.043	48
Cc1nnc(NC(=O)c2ccc(S(=O)(=O)Nc3cccnc3)o2)s1	i	0.085	61
Cc1ccc(-c2ccc(=O)n(CCCC(=O)N3c4ccccc4CC3C)n2)cc1 (stereo not drawn)	+	0.22*	29*
O=C(Nc1cccc([N+](=O)[O-])c1)c1ccc(=O)n(Cc2cccc(C(F)(F)F)c2)c1	i	0.046	45
CCn1c(=O)c2c(N3CCN(C(=O)c4ccco4)CC3)ccnc2n(C)c1=O	i	0.16	74
Cc1ccc(C(=O)N(CCN2CCOCC2)c2nc3ccc(F)cc3s2)cc1C	i	0.034	54
COc1ccc(NC(=O)c2ccc(=O)n(CC(=O)Nc3ccccc3C(F)(F)F)n2)cc1	i	0.038	39
Cn1nc(C2CCCN(C(=O)c3ccc4cc[nH]c4c3)C2)n(-c2ccccc2)c1=O (stereo not drawn)	i	0.091	62
COCCN1COc2ccc3c(=O)c(-c4ccc(F)cc4)c(C)oc3c2C1	i	0.11	58
COc1ccccc1OCC(=O)Nc1sc(SCC(N)=O)nc1-c1ccccc1	i	0.038	61
COc1ccccc1CCNC(=O)C(=O)NCCC1CCCCN1S(=O)(=O)c1ccc(F)cc1 (stereo not drawn)	i	0.088	71
O=C(Nc1onc2c1CSC2)c1cnn(-c2ccccc2)n1	i	0.17	79
Cc1ccnc(Oc2ccc(C(=O)Nc3ccc4c(c3)OCO4)cc2)n1	i	0.074	66
COc1cc(C(=O)Nc2cccc(-c3ccc(=O)n(C)n3)c2)cc(OC)c1OC	i	0.096	56
Cc1ccccc1N1CCN(S(=O)(=O)N2CCCCC2)CC1	i	0.031	56
COC(=O)c1ccc(NC(=O)Cn2c3c(c(=O)n(C4CCCCC4)c2=O)CCC3)cc1	i	0.095	56
O=C(c1cccs1)N1CCc2cc(S(=O)(=O)NC3CCCC3)ccc21	i	0.11	63
COc1ccc(C)cc1S(=O)(=O)Nc1ccc2c(c1)CCCN2S(=O)(=O)c1ccc(F)cc1	i	0.09	59
CCOc1ccc(N2C(=O)/C(=C\c3ccc(O)cc3)SC2=S)cc1	+	0.098*	1.8*
Cc1cnc2c(c1SCC(=O)O)c(=O)n(C)c(=O)n2C	i	0.027	58
OC(COC1CCCC1)CN1CCN(c2cccc(C(F)(F)F)c2)CC1 (stereo not drawn)	i	0.08	53
CCOc1ccccc1NC(=O)COc1ncccn1	i	0.074	70
O=C(Nc1nc2c(s1)C(=O)CCC2)c1cc(-c2ccco2)on1	i	0.11	62
COCCNC(=O)Cc1ccc(NC(=O)c2c(F)cccc2F)cc1	i	0.098	49
O=C(Nc1ccc(Cl)c([N+](=O)[O-])c1)c1ccc(=O)n(Cc2ccccc2F)c1	i	0.077	52
COC1CCN(S(=O)(=O)c2ccc(C(C)(C)C)cc2)CC1	i	0.044	60
Cc1ccc(Cl)c2sc(NC(=O)C3CCCCN3S(C)(=O)=O)nc12 (stereo not drawn)	i	0.11	53
O=C(Nc1nnc(Cc2cccs2)o1)c1cc2cc([N+](=O)[O-])ccc2s1	i	0.2	57
CNC(=O)C1Cc2ccccc2N1S(=O)(=O)c1ccc2ccccc2c1 (stereo not drawn)	i	0.046	61
Cc1ccc(N2CCN(C(=O)N(C)C)CC2)cc1C	i	0.042	69
COc1ccc(NC(=O)C(C)Sc2nnnn2-c2ccc(OC)cc2)cc1 (stereo not drawn)	i	0.095	61
CC1CCN(S(=O)(=O)c2ccc([N+](=O)[O-])cc2)CC1	i	0.1	64
Cc1cc(S(=O)(=O)Nc2cccc(C(=O)O)c2)ccc1F	i	0.072	57
O=C(CCCn1nc(-c2ccccc2)ccc1=O)Nc1cccc(C(F)(F)F)c1	i	0.14	58
COc1cccc2sc(NC(=O)c3cccc(S(=O)(=O)C(C)C)c3)nc12	i	0.11	63
Cc1ccc2oc(=O)c(S(=O)(=O)c3ccc(F)c(C)c3)cc2c1	i	0.089	59
COc1ccc(S(=O)(=O)Nc2ccc3c(c2)CCC(=O)N3Cc2ccccc2)cc1	i	0.097	-7
O=C(CSc1nc(-c2ccccc2)c2ccccc2n1)NCC1CCCO1 (stereo not drawn)	i	0.058	46
COc1ccc(-c2noc(CS(=O)(=O)c3ccc(Br)cc3)n2)cc1OC	i	0.11	52
COc1cc(OC)cc(C(=O)Nc2ccc(-n3c(C)nc4ncccc4c3=O)cc2)c1	i	0.067	-7
O=c1c([N+](=O)[O-])c(N(CCO)Cc2ccccc2)c2ccccc2n1-c1ccccc1	i	0.1	59
COc1ccc(C2(CNC(=O)c3ccc(Br)o3)CCOCC2)cc1	i	0.043	33

Sorted by value in AMPAR-TARP mod glutamate slope (smallest number first): 6 from the list above
SMILES	AMPAR-TARP mod	AMPAR-TARP mod agonism max-min	AMPAR-TARP mod glutamate slope
COc1ccc(S(=O)(=O)Nc2ccc3c(c2)CCC(=O)N3Cc2ccccc2)cc1	i	0.097	-7
COCCNC(=O)Cc1ccc(NC(=O)c2c(F)cccc2F)cc1	i	0.098	49
Cc1ccc2oc(=O)c(S(=O)(=O)c3ccc(F)c(C)c3)cc2c1	i	0.089	59
COC1CCN(S(=O)(=O)c2ccc(C(C)(C)C)cc2)CC1	i	0.044	60
O=C(Nc1nc2c(s1)C(=O)CCC2)c1cc(-c2ccco2)on1	i	0.11	62
COc1cccc2sc(NC(=O)c3cccc(S(=O)(=O)C(C)C)c3)nc12	i	0.11	63

Going on with the list:
SMILES	AMPAR-TARP mod	AMPAR-TARP mod agonism max-min	AMPAR-TARP mod glutamate slope
O=C1Cc2cc(NC(=O)Nc3ccc(Cl)cc3)ccc2N1	i	0.094	52
CCOCCn1c(=O)c2c(nc3n(-c4ccccc4C)c(C)c(C)n23)n(C)c1=O	i	0.087	57
O=C(NCc1nc2ccccc2[nH]1)C1CCCN(c2ccc(-n3ccnc3)nn2)C1 (stereo not drawn)	i	0.078	73
COc1ccc(C(=O)Nc2sc3ccccc3c(=O)c2-c2cccs2)cc1	i	0.13	60
CCCNC(=O)C(=O)Nc1cc(N2CCCS2(=O)=O)ccc1OC	i	0.092	39
Cc1ccc2nc(NC(=O)c3ccc(=O)n(Cc4ccccc4F)c3)sc2c1	i	0.077	53
Cc1ccc2nc3c(cc(C(=O)Nc4cccc(C(F)(F)F)c4)n3C)c(=O)n2c1	i	0.11	56
Cc1cc(C(=O)N2CCN(c3nc4c(C(C)C)cccc4s3)CC2)on1	i	0.062	58
Cc1cc(C)cc(NC(=O)C(=O)Nc2ccc([N+](=O)[O-])cc2C)c1	i	0.12	72
COc1ccc(C)cc1N1CCn2c1nc1c2c(=O)n(C/C=C/c2ccccc2)c(=O)n1C	i	0.1	44
Cc1cccn2c(=O)c3cc(C(=O)Nc4ccc5c(c4)OCO5)n(Cc4ccccc4)c3nc12	i	0.081	61
O=C(CCN1C(=O)c2ccccc2S1(=O)=O)Nc1cccc([N+](=O)[O-])c1	i	0.06	45
CC(C)C(=O)Nc1ccc(C(=O)NCCNC(=O)c2ccc3c(c2)OCO3)cc1	i	0.069	51
Cc1ccccc1-c1ccc(N2CCC(C(=O)Nc3cccnc3)CC2)nn1	i	0.15	56
O=C(Cc1csc(Nc2cccc(C(F)(F)F)c2)n1)NCc1ccco1	i	0.12	58
Cn1nccc1-c1nnc(NC(=O)c2c(F)cccc2Cl)o1	i	0.058	44
COc1cc(C(C)=O)ccc1OCC(O)CN1CCN(c2ccccc2C)CC1 (stereo not drawn)	i	0.1	52
CCSc1ccccc1C(=O)NCCN1CCC(c2cccs2)CC1	i	0.1	52
O=C(Cc1csc(NC(=O)C2CCC(=O)N2)n1)Nc1ccc(Cl)c(Cl)c1 (stereo not drawn)	i	0.056	38
CCN1C(=O)c2cccc3c(NC(=O)Cc4ccc(S(C)(=O)=O)cc4)ccc1c23	i	0.11	55
Cc1ccc(Cl)cc1-n1nnnc1SCC(=O)NCc1ccco1	i	0.065&0.042	59&120
COC(=O)c1cc(Br)ccc1NC(=O)c1cccc(C)c1	i	0.068	73
COc1ccccc1CNC(=O)C(=O)c1cn(CC(=O)N2CCCCC2)c2ccccc12	i	0.093	47
COc1cccc(-c2noc(C3CCN(S(=O)(=O)c4cccs4)CC3)n2)c1OC	i	0.14	59
CCCC(=O)Nc1ccc(O)c(C(=O)CC2OC(=O)c3ccccc32)c1 (stereo not drawn)	i	0.1	53
CCOc1ccc(S(=O)(=O)N2CCN(c3ccc4nncn4n3)CC2)c(OCC)c1	i	0.08	49
O=C(c1ccccc1)N1CCCc2cc(NC(=O)C3(c4ccccc4)CCOCC3)ccc21	i	0.11	54
CCN(C(=O)CCN1C(=O)c2ccccc2S1(=O)=O)c1ccccc1C	i	0.039	45
CCOC(=O)c1c(NC(=O)c2snnc2CC)sc(C)c1C	i	0.11	59
Nc1ccc2c3c(cccc13)C(=O)N(c1ccccc1)C2=O	+	1.2*	-42*
OCCN1CCN(CC(O)COC23CC4CC(CC(C4)C2)C3)CC1 (stereo not drawn)	i	0.079	46
COc1cn(CC(=O)NC2CCCCC2)c(CSc2nccc(C)n2)cc1=O	i	0.053	50
COc1ccccc1CCNC(=O)C1CN(C(=O)c2cccs2)C1	i	0.044	66
CC(C)(C)OC(=O)N1CCN(C2CC(=O)N(CCc3ccccc3)C2=O)CC1 (stereo not drawn)	i	0.099	51
COc1ccccc1N1CCN(CCNC(=O)C2CCCC2)CC1	i	0.054	52
COc1ccc(NC(=O)CSc2nc(-c3ccc(Cl)cc3)cs2)c(OC)c1	i	0.086	71
COCCn1c(=S)[nH]c2cc(C(=O)N3CCc4ccccc4C3)ccc2c1=O	+	0.21*	58*
O=S(=O)(c1ccc(F)cc1)N1CCN(Cc2nnnn2-c2ccc(Cl)cc2)CC1	i	0.085	57
CCOc1ccc(NC(=O)C(=O)NCC(c2ccco2)N(C)C)cc1 (stereo not drawn)	i	0.059	88
COc1ccc(Cl)cc1NC(=O)NCC1CCN(C(=O)c2cc3ccccc3o2)CC1	i	0.089	46
CCN1CCc2nc(N)sc2C1	+	0.09*	46*
CC(C)c1ccc(NC(=O)C(=O)NCC2CCN(C(=O)c3ccccc3F)CC2)cc1	i	0.093	68
Cc1cc(-c2nnc(NC(=O)Cc3c(F)cccc3Cl)o2)nn1C(C)C	i	0.043	31
COC(=O)c1sccc1S(=O)(=O)N(CC(=O)Nc1cccc(Cl)c1)c1ccc(C)cc1	i	0.087	63
O=C(CN(Cc1ccc(Cl)cc1)S(=O)(=O)c1cccnc1)N1CCN(c2ccccc2)CC1	i	0.14	48
COc1cccc(OC)c1C(=O)NCC1CCN(c2ncccn2)CC1	i	0.099	59
COCCNC(=O)Nc1cc(OC)cc2cccnc12	i	0.12	61

Source: PubChem (Vanderbilt High Throughput Screening Facility)

These rows are one share of the data (hit frequency here may not be typical).
